eIF4E 4G PPI = inhibitors of eIF4E and eIF4G interaction in translation initiation | 220,000 tested, 0.37% active | TR-FRET eIF4E-eIF4GI(517-606) binding, 2 h | P63073+Q04637 | inhibition, % at 21.7 µM;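 active means inhibition above about 30%, limit read from the data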;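 further: 0% = full FRET control wells and 100% = background wells lacking eIF4GI fragment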
m-calpain inh = calpain II (pig) inhibition; inhibition, % at 16 µM; 220,000 tested, 0.37% active; purified calpain II, fluorogenic peptide substrate, 30 min;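 active means inhibition above about 50%, limit read from the data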
14-3-3 Bad PPI = disrupts binding of bovine 14-3-3 zeta to phospho-Bad peptide. TR-FRET 14-3-3zeta/Dy647-pBad peptide displacement, 1 h. inhibition, % at 21.7 µM. 220,000 tested, 0.71% active. AID 781;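 active means inhibition above about 70%, limit read from the data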;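 further: 0% = full 14-3-3 plus peptide FRET controls and 100% = background without 14-3-3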
Target sequence (P63103 whole entry, looked up): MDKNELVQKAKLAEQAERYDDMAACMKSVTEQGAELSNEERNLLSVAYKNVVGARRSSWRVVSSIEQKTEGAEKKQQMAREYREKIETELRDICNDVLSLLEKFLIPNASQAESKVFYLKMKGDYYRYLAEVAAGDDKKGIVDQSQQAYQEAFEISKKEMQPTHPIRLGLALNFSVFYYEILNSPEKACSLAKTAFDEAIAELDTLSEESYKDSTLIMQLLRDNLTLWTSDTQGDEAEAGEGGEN
Hck Nef HTS = human Hck-Nef kinase inhibition; P08631; Recombinant Hck-YEEI plus Nef, Z-Lyte FRET kinase assay; inhibition, % at 20 µM; 220,000 tested, 0.68% active; AID 463187;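 active means Hck-Nef kinase inhibition above about 50%, limit read from the data; inactive means inhibition below that limit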;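 further: 0% = DMSO with Hck plus Nef and 100% = Hck alone without Nef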
EP2 antag = EP2 receptor (human) inhibition; P43116; C6 glioma cells expressing human EP2, cAMP TR-FRET; cells stimulated with saturating PGE2; inhibition, % at 25 µM; 260,000 tested, 0.52% active;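 active means percent inhibition above 40 after rounding to a whole number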;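 further: rat C6 glioma host cells with rolipram phosphodiesterase inhibitor present; the protocol text gives 20 µM as final concentration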
Target sequence (P43116 whole entry, looked up): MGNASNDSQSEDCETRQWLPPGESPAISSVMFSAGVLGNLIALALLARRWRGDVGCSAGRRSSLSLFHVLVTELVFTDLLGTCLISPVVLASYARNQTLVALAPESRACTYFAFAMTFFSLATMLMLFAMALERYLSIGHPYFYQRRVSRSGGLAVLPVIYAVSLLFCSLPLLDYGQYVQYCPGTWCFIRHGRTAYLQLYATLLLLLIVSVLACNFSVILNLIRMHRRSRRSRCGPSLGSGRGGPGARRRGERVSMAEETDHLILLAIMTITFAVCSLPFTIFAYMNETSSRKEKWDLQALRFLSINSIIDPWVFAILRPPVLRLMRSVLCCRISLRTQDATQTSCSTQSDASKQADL
EP2 mod = EP2 receptor (human) modulation; EP2-expressing cells, cAMP HTRF FRET, PGE2 co-stimulation; induction, % at 25 µM; 260,000 tested, 0.83% active;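 active means compounds whose cAMP rise, as percent of the full-agonist control response, exceeds 60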;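 further: rat C6 glioma line stably carrying human EP2 under a CMV promoter; the protocol text gives 20 µM as final concentration; 100% = response of wells given 1 µM PGE2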
Tb hexokinase = T. brucei hexokinase 1 inhibition | recombinant TbHK1, G6PDH-coupled NADH A340 | inhibition, % at 10 µM | 220,000 tested, 0.11% active;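 active means inhibition of 50% or more in the single-dose primary screen; inactive means inhibition below 50%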
Rad51 HR inh = Rad51 (human) homologous recombination inhibition | Q06609 | hRad51 DNA strand exchange, fluorescence dequenching | inhibition, % at 10 µM | 200,000 tested, 0.085% active | AID 1385;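 active means inhibition above 40% at the single screening dose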;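 further: 0% = DMSO control wells and 100% = blanks with heterologous ssDNA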
Target sequence (Q06609 whole entry, looked up): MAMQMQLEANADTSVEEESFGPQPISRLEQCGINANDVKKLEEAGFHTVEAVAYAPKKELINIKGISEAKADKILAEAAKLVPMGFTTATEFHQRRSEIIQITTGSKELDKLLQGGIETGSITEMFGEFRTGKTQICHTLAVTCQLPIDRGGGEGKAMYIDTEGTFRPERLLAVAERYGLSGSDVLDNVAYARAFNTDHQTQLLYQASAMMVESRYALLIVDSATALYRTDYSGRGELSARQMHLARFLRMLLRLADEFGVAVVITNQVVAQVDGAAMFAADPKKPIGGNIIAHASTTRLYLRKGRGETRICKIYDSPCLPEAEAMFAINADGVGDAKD
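Read-out basis: percent inhibition relative to plate controls and blanks / Assay system: human Rad51 nucleoprotein filaments preassembled on unlabelled ssDNA / Timing: filaments 15 min 37 °C, then compound 30 min / Control set: per-plate controls and blanks / Technique: fluorescence dequenching at 485/520 nm / Compound: 10 µM final, single point / Also added: Fluorescein- and BHQ1-tagged 47-mer duplex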
zVAD death inh = L929 zVAD cell death inhibition; L929 zVAD necroptosis rescue, ATP luminescence, 24 h; with zVAD 60 µM; viability rescue, % at 10 µM; 220,000 tested, 0.38% active;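 active means activation, scaled between plate controls, above about 75%, limit read from the data; inactive means activation under that limit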;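 further: 0% = zVAD with DMSO and 100% = DMSO alone without zVAD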
* = called active by the depositor; i = inactive; . = no result given; & = joins results of further samples; ! = not active in a repeat; [ ] = remark or other dose.

SMILES | eIF4E 4G PPI | m-calpain inh | 14-3-3 Bad PPI | Hck Nef HTS | EP2 antag | EP2 mod | Tb hexokinase | Rad51 HR inh | zVAD death inh
CN1CCN(CCCN2c3ccccc3Sc3ccc(C(F)(F)F)cc32)CC1 | 2&15 | -5&-7 | 10&9 | 6 | 41*! | -21&-4&10&2 | -21 | -4 | 13
CC(N=C1NS(=O)(=O)c2ccccc21)c1ccccc1 (stereo not given) | 1 | -28 | -10 | 1 | 15 | -2 | 4 | 5 | -0.2
Cc1cc(N)n(-c2ccc(S(N)(=O)=O)cc2[N+](=O)[O-])n1 | 3 | -17 | -5 | -2 | 5 | 18 | -4 | 5 | 2.9
COC(=O)CN1C(=S)N(c2ccc(OC)cc2)C(=O)/C1=C/c1ccc(N2CCOCC2)cc1 | -1 | -48 | -14 | -12 | 6 | -6 | -13 | -378 | -0.3
COc1ccc(CCNC(=O)C2CCN(S(=O)(=O)c3cccc4nsnc34)CC2)cc1OC | 8 | 8 | 2 | 0 | 11 | -24 | 6 | 4 | -0.3
CC(C)CNC(=O)NC(=O)COC(=O)Cn1cnc2ccccc2c1=O | 2 | -6 | 5 | 9 | 1 | 23 | 4 | . | 0.5
Cc1nn(Cc2ccc(F)cc2)c(C)c1NC(=O)CCCn1nc([N+](=O)[O-])cc1C | -1 | 23 | 10 | 1 | 5 | 3 | 3 | -6 | -0.5
CCC1CC2CC(NC(C)=O)C1C2 (stereo not given) | -2 | -9 | -2 | 0 | 9 | 7 | 4 | -4 | 0.1
Oc1ccc2ccccc2c1CN1CCOCC1 | 0 | -22 | -1 | 7 | 6 | -8 | -2 | -6 | 1.1
CC1(C)C2CCC(C2)C1(C)NC(=O)CN1CCOCC1 (stereo not given) | -3[fluorescence artefact?] | 16 | 74* | 3 | 8 | 10 | 8 | -7 | 0.3
CCOC(=O)c1ccc(-n2c(CN3CCOCC3)nc3ccc([N+](=O)[O-])cc3c2=O)cc1 | -1 | 0 | -7 | 3 | 3 | -25 | -11 | 19 | 0.5
Cc1[nH]n(-c2ccccc2)c(=O)c1CCOC(=O)c1ccc(C(F)(F)F)cc1 | 2 | 9 | 9 | 1 | 9 | 0 | -1 | -17 | 0.0
O=C(COc1ccccc1Cl)Nc1nc(-c2cccs2)cs1 | 2 | 16 | 1 | -1 | 11 | -11 | 8 | -1 | 0.8
O=C(Nc1nnc(SCc2ccccc2Cl)s1)C1COc2ccccc2O1 (stereo not given) | -3 | -7 | 2 | -15 | 10 | 3 | 2 | -3 | 1.5
O=C1NC(c2cc(Cl)cc([N+](=O)[O-])c2O)Nc2ccccc21 (stereo not given) | -1 | -25 | 5 | -10 | 6 | -8 | -4 | . | 2.1
CC(C)Nc1nnc(SCC(=O)c2c(N)n(Cc3ccccc3)c(=O)n(C)c2=O)s1 | 0 | 17 | -7[fluorescence artefact?] | 1 | 11 | 6 | 1 | 10 | -0.2
COCCNC(=O)c1c[nH]c2ccc(OC)cc2c1=O | 7 | -35 | -5 | 0 | 4&7 | 23&-16 | -14 | 0 | 0.8
O=C(CSc1ccc(-c2ccccc2)nn1)N1CCCCC1 | -4 | -11 | 5 | 2 | 7 | -20 | -3 | 7 | 1.5
CC(/C=C/c1ccccc1)=N\Nc1nc(-c2ccccc2)cs1 | 2 | 0 | 0 | 1 | 8 | 15 | -22 | 1 | 0.0
Cc1cc(C)c(C(=O)N2CCCC(CNC(=O)C3(c4ccc(Cl)cc4)CC3)C2)c(=O)[nH]1 (stereo not given) | 1 | -24 | -7 | 12 | 6 | 25 | -5 | 25 | 15
NC(=O)COC(=O)c1ccc2c(c1)S(=O)(=O)N=C1CCCCCN12 | -1 | -6 | -10[fluorescence artefact?] | -28 | 13 | 19 | 2 | . | 0.8
CCOC(=O)c1cnc(SCC(=O)Nc2sc(C)c(C)c2C#N)nc1N | 1[fluorescence artefact?] | -27 | 15[fluorescence artefact?] | 2 | 11&8 | 1&-9 | 13 | 3 | 0.4
CN1CCN(c2ccc([N+](=O)[O-])cc2C(=O)Nc2ccccc2)CC1 | 0 | 25 | 2 | 4 | 0 | -27 | -11 | -22 | -1.2
COc1ccccc1S(=O)(=O)Cc1ccc(C(=O)NCCN2CCCC2)o1 | 2 | -24 | -1 | 3 | 4 | 0 | -3 | 4 | -0.4
CC1=CC(=C(C#N)C#N)C=C(C)N1CCC(C)C | 0 | -22 | -7 | -16 | 5 | 13 | -40 | 2 | -0.7
COc1ccccc1-c1cc(C(=O)NCc2cccs2)no1 | 1 | -23 | -7 | -2 | 7 | -47 | -2 | -7 | -0.1
CC(C)NC(=O)c1ccc(N2CCOCC2)nc1 | 1 | 10 | -1 | 2 | 10 | 4 | -8 | -4 | -0.6
Cc1nn(C(=O)c2cccs2)c(N)c1-c1ccccc1 | 3 | 6 | 1 | 3 | 6 | 32 | 8 | -2 | 69
Cc1ccc(C(=O)COC(=O)CCC(=O)Nc2ccccc2Cl)cc1[N+](=O)[O-] | 3[fluorescence artefact?] | -3 | -3 | 6 | 7 | 24 | -3 | 2 | -0.1
COc1ccccc1CC(NC(C)=O)C(=O)NC1CCN(c2nnnn2-c2ccccc2)CC1 (stereo not given) | 2 | -2 | 6[fluorescence artefact?] | -1 | 8 | 10 | 0 | 7 | -0.1
OCCOc1nnnn1-c1ccccc1 | 5 | -9 | 1 | 0 | 16 | 14 | 4 | -3 | -0.1
Cc1ccc(O)c(C2=NOC(O)(C(F)(F)C(F)F)C2)c1 (stereo not given) | 3 | 8 | 3 | 1 | 10 | 12 | -6 | 4 | 0.8
CN(C)CCCNC(=O)CC(c1ccc(F)cc1)c1ccco1 (stereo not given) | 0 | 20 | -8 | -3 | 15 | -8 | 1 | 13 | 0.8
COc1ccc(Cl)cc1NC(=O)NCCN1CCNC1=O | 10 | 17 | 0 | -4 | 11 | -4 | 0 | 0 | -0.1
CC(C)NCC(O)c1cc(O)cc(O)c1 (stereo not given) | -22 | -15 | 0 | 19 | 21&10&13 | 81*! | -9 | 1 | 2.1
COc1ccc(S(=O)(=O)N2CCC(O)(c3cccnc3)CC2)cc1OC | 1 | -16 | -9 | 22 | 12 | 26 | -4 | 5 | 2.9
CC(=O)NCC(=O)N1CCCC(C(=O)c2ccc(Oc3ccccc3)cc2)C1 (stereo not given) | 1 | 24 | 7 | -7 | 4 | -8 | -7 | . | 1.5
COC(=O)Cc1cc(=O)oc2cc(OC)ccc12 | 1 | i | -9 | 2 | 11 | 29 | -19 | 2 | 0.0
CSc1cc(-c2ccc(Cl)cc2)n(Cc2ccccc2)c(=O)c1C#N | 6[fluorescence artefact?] | -40 | 9 | -2 | 16 | 24 | -19 | -9 | 0.6
S=c1sc2c(Cl)ncnc2n1-c1ccccc1 | -6 | -19 | -11 | 22 | 13 | -14 | -41 | 5 | 36

Ordered by SMILES length (lowest first): 13 of the compounds above.
SMILES | eIF4E 4G PPI | m-calpain inh | 14-3-3 Bad PPI | Hck Nef HTS | EP2 antag | EP2 mod | Tb hexokinase | Rad51 HR inh | zVAD death inh
CC(C)NCC(O)c1cc(O)cc(O)c1 (stereo not given) | -22 | -15 | 0 | 19 | 21&10&13 | 81*! | -9 | 1 | 2.1
S=c1sc2c(Cl)ncnc2n1-c1ccccc1 | -6 | -19 | -11 | 22 | 13 | -14 | -41 | 5 | 36
CC(C)NC(=O)c1ccc(N2CCOCC2)nc1 | 1 | 10 | -1 | 2 | 10 | 4 | -8 | -4 | -0.6
COC(=O)Cc1cc(=O)oc2cc(OC)ccc12 | 1 | i | -9 | 2 | 11 | 29 | -19 | 2 | 0.0
COc1ccc(Cl)cc1NC(=O)NCCN1CCNC1=O | 10 | 17 | 0 | -4 | 11 | -4 | 0 | 0 | -0.1
CC1=CC(=C(C#N)C#N)C=C(C)N1CCC(C)C | 0 | -22 | -7 | -16 | 5 | 13 | -40 | 2 | -0.7
Cc1nn(C(=O)c2cccs2)c(N)c1-c1ccccc1 | 3 | 6 | 1 | 3 | 6 | 32 | 8 | -2 | 69
Cc1ccc(O)c(C2=NOC(O)(C(F)(F)C(F)F)C2)c1 (stereo not given) | 3 | 8 | 3 | 1 | 10 | 12 | -6 | 4 | 0.8
CSc1cc(-c2ccc(Cl)cc2)n(Cc2ccccc2)c(=O)c1C#N | 6[fluorescence artefact?] | -40 | 9 | -2 | 16 | 24 | -19 | -9 | 0.6
COc1ccccc1S(=O)(=O)Cc1ccc(C(=O)NCCN2CCCC2)o1 | 2 | -24 | -1 | 3 | 4 | 0 | -3 | 4 | -0.4
NC(=O)COC(=O)c1ccc2c(c1)S(=O)(=O)N=C1CCCCCN12 | -1 | -6 | -10[fluorescence artefact?] | -28 | 13 | 19 | 2 | . | 0.8
CN1CCN(c2ccc([N+](=O)[O-])cc2C(=O)Nc2ccccc2)CC1 | 0 | 25 | 2 | 4 | 0 | -27 | -11 | -22 | -1.2
Cc1ccc(C(=O)COC(=O)CCC(=O)Nc2ccccc2Cl)cc1[N+](=O)[O-] | 3[fluorescence artefact?] | -3 | -3 | 6 | 7 | 24 | -3 | 2 | -0.1

Continuation.
SMILES | eIF4E 4G PPI | m-calpain inh | 14-3-3 Bad PPI | Hck Nef HTS | EP2 antag | EP2 mod | Tb hexokinase | Rad51 HR inh | zVAD death inh
CCOc1ccc(-n2cc(C(=O)N3CCN(C)CC3)c3cc(OC)c(OC)cc3c2=O)cc1 | -7 | -27 | -9 | 0 | 14 | 29 | -6 | 2 | 1.8
Cc1cccc(-c2noc(CSc3ccccc3)n2)c1 | -8 | -5 | -1 | 0 | 10 | 18 | -2 | 7 | -0.1
CC(=O)Nc1ccc(Nc2cc(C)nc3c(-c4ccc(Cl)cc4)c(C)nn23)cc1 | 29 | -106 | 63[fluorescence artefact?] | 12 | 10 | -24 | -26 | -4 | 10.0
CC(=O)C1=C(O)C(=O)OC1c1ccc(Cl)cc1 (stereo not given) | -6 | -25 | 16 | 21 | 9 | 23 | -21 | 16 | 1.1
CN1CCN(NC(=O)c2cc(-c3ccccn3)nc3ccccc23)CC1 | 2 | -26 | -15 | 19 | 1 | 39 | -5 | -2 | 18
Cc1ccccc1NC(NC(=O)c1cccs1)C(Cl)(Cl)Cl (stereo not given) | 5 | 35 | 4 | 0 | 7 | 11 | 2 | 4 | -0.5
COc1cc(C(=O)Nc2nc3ccc(C)cc3s2)ccc1OCc1c(C)noc1C | -7[fluorescence artefact?] | -86 | 3[fluorescence artefact?] | 8 | 12 | -30 | -7 | 0 | 1.8
Cc1ccc(S(=O)(=O)c2c(N)n(CCCN(C)C)c3nc4ccccc4nc23)cc1 | -6 | -303 | 0 | 94* | 9 | -37 | -33 | -5 | -0.5
CCOC(=O)C1=NNC(C(=O)c2ccccc2)C1c1ccc(Cl)cc1 (stereo not given) | 2 | -11 | -2 | 9 | 12 | 13 | -3 | 16 | 0.9
COC(=O)C1CCN(C(=O)C2CCCCC2)CC1 | -3 | 3 | -3 | 2 | 5 | 13 | -3 | -5 | -0.1
Clc1ccc(Cc2ccc(SCc3ccccc3)nn2)c(Cl)c1 | -12 | 29 | 72* | 2 | 4 | -6 | 19 | 4 | 0.2
Cn1c(=O)oc2cc(S(=O)(=O)NCc3cccnc3)ccc21 | -2 | -9 | 4 | 1 | 6 | 12 | -10 | -64 | 0.5
Cc1cc(C)nc(SCCC(=O)Nc2ccccc2Cl)n1 | 1 | -4 | -2 | 15 | 7 | 0 | -6 | 4 | 0.2

Taken from above.
COc1cc(C(=O)Nc2nc3ccc(C)cc3s2)ccc1OCc1c(C)noc1C @ Hck Nef HTS = 8
COC(=O)C1CCN(C(=O)C2CCCCC2)CC1 @ eIF4E 4G PPI = -3

An excerpt; count on the stated rates, not on these rows.
